Screens (PubChem BioAssay)
CCR6 antag – CCR6 (human) receptor antagonism | actives 0.49% (n = 340,000) | AID 493098 | CHO-K1 CCR6 PathHunter beta-arrestin, luminescence, CCL20-stimulated | P51684 | inhibition, % at 20 µM;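 active = compounds whose inhibition of the agonist-driven luminescence signal at 20 µM reaches about 50%, limit read from the data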;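 note: cells stimulated with CCL20 at 14 nM final; plate controls were DMSO with CCL20 for no effect and DMSO without agonist for full effect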
Target sequence (P51684 whole entry, looked up): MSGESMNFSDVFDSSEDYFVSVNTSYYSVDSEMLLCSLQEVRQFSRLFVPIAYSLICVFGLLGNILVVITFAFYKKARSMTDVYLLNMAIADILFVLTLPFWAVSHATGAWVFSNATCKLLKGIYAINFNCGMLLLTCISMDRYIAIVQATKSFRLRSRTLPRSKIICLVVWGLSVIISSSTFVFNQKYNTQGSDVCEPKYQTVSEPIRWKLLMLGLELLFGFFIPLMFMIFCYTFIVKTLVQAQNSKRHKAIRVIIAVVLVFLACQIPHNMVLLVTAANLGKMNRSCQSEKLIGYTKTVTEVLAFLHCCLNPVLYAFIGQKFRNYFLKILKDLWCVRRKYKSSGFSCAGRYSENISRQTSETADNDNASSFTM
Mdm2-MdmX inh – human Mdm2/MdmX binding inhibition; actives 3% (n = 330,000); AID 485346; SaOS-2 split-luciferase Mdm2/MdmX complementation, luminescence; inhibition, % at 8 µM; O15151+Q00987;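 active = inhibition of at least 50% at 8 µM in the primary screen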
CXCR6 inh – CXCR6 (human) receptor inhibition. inhibition, % at 20 µM. AID 602244. CHO-K1 PathHunter CXCR6 beta-arrestin, luminescence. O00574. actives 0.36% (n = 360,000); in the data active = inhibition above about 34%, passing the limit was not always enough;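 note: antagonist mode with CXCL16 agonist at 10 nM final; 0% = 10 nM CXCL16 with DMSO and 100% = unstimulated wells without agonist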
Target sequence (O00574 whole entry, looked up): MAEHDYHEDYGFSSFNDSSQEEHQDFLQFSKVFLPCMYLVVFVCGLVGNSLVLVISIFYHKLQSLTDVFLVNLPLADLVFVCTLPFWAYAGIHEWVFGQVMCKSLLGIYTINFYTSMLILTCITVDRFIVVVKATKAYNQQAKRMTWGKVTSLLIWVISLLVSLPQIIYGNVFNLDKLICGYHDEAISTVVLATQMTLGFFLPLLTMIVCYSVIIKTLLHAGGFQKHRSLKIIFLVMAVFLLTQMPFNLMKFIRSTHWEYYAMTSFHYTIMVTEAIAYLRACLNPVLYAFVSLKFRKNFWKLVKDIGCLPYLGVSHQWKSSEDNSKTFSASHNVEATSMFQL
Gli-Sufu antag – Gli-Sufu pathway antagonism; inhibition, % at 5 µM; actives 0.74% (n = 340,000); Sufu-KO-LIGHT fibroblasts, Gli luciferase reporter luminescence;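 active = inhibition above about 55%, limit read from the data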;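 note: 0% = DMSO-treated cells and 100% = wells with medium but no cells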
697 NFkB inh – inhibitors of the PMA/ionomycin-induced NF-kB reporter in 697 B cells. 697 B-cell NF-kB luciferase reporter, 16 h. inhibition, % at 4 µM. actives 0.33% (n = 330,000). AID 435022; in the data active = inhibition above about 35%
UPR XBP1 act – adaptive UPR (XBP1) activation | CHO-XBP1 luciferase reporter, IRE1-XBP1 UPR activation, luminescence; percent of tunicamycin response, DMSO as zero | activation, % at 20 µM | actives 0.33% (n = 330,000);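 active = versus positive control, 20 µM dose yields 30% or more activation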;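 note: 100% = tunicamycin at 10 µg/mL and 0% = DMSO only wells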
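Assay system: IRE1-XBP1 luciferase reporter CHO line. Input: 1000 cells/well. Buffer or medium: F12 with 10% serum. Doses: 20 µM, 1% DMSO. Times: overnight seeding at 37 °C, 6 h compound treatment at 37 °C. Technique: Steady-Glo luciferase glow luminescence, 10 min after reagent addition.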
Jurkat NFkB inh – lowers PMA/ionomycin-induced NF-kB signal in Jurkat cells | PMA/ionomycin-induced NF-kB luciferase reporter, luminescence | inhibition, % at 4 µM | actives 0.53% (n = 330,000) | AID 435003; in the data active = inhibition above about 50%
CHOP UPR activ – activators of apoptotic arm of unfolded protein response (CHOP) | CHO-CHOP luciferase reporter, UPR activation, luminescence; percent of tunicamycin response over DMSO baseline | activation, % at 10 µM | actives 0.34% (n = 330,000) | AID 449763;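 active = at 10 µM dose, activation of 40% or more, normalized to positive control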;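 note: 100% = tunicamycin at 10 µg/mL and 0% = DMSO alone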
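Assay system: CHO cells with stable CHOP pathway luciferase reporter; Buffer or medium: F12 plus 10% serum; Times: 16-18 h cell attachment, then 6 h compound exposure, 37 °C; Signal: luciferase luminescence; Read-out basis: percent activation relative to tunicamycin control; Control set: tunicamycin high control, DMSO low control.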
EBI2 block – blocks human EBI2 receptor beta-arrestin signaling; actives 0.81% (n = 360,000); P32249; EBI2 beta-arrestin recruitment, luminescence, 7a,25-OHC stimulated; inhibition, % at 5 µM; AID 651636; in the data active = inhibition above about 38%;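 note: enzyme fragment complementation signal reports receptor beta-arrestin coupling in cells; 0% = agonist plus DMSO wells and 100% = wells without agonist; some results beyond the cut were filed as inactive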
Target sequence (P32249 whole entry, looked up, the tested form may be a part): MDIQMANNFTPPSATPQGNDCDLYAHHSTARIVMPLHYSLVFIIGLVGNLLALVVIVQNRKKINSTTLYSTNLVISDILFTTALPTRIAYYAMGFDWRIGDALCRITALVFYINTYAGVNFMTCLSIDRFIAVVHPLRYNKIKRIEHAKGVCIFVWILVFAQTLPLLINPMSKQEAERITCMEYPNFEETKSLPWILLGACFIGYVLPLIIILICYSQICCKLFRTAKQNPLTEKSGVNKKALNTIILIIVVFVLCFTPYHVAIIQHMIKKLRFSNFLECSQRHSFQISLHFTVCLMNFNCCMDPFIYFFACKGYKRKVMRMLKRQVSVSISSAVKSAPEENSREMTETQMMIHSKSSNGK
An asterisk follows results filed as active; . = no result given. Compounds were not picked by outcome. Share with any hit: about 5%.

SMILES	CCR6 antag	Mdm2-MdmX inh	CXCR6 inh	Gli-Sufu antag	697 NFkB inh	UPR XBP1 act	Jurkat NFkB inh	CHOP UPR activ	EBI2 block
CN1CCN(c2ncnc3scc(-c4ccccc4Cl)c23)CC1	13.9	70.3*	-1.1	-10.2	-7.3	-0.2	17.9	-2.1	-4.7
Cc1ccc(C)n1-c1ccc(-n2cnnn2)cc1	25.6	-7.1	3.0	-0.1	-11.5	-0.6	3.6	-1.2	-18.2
CCc1nnc(NC(=O)c2ccc(S(=O)(=O)N3CCOCC3)cc2)s1	0.9	20.0	-5.0	1.8	9.0	-2.1	-4.8	0.4	-3.5
CCC1(C)NC(=O)N(CC(=O)N2CCC(Cc3ccccc3)CC2)C1=O (stereo not drawn)	-7.3	15.0	-12.3	-1.8	2.8	0.5	4.8	-0.3	6.2
Cc1nc2ccc(Nc3ccncc3)cc2s1	-2.2	-4.8	1.7	1.4	8.8	-2.6	-14.5	1.2	2.7
CSc1ccc(CN2CCN(C(=O)c3ccncc3)CC2)cc1	5.3	4.6	-1.2	4.1	-18.0	-0.1	-0.7	-0.6	3.7
CC(=O)Nc1c(Cl)cc2c(c1Cl)Cc1ccccc1-2	0.3	.	-3.6	-22.3	.	.	.	.	0.6
CC1CN(Cc2ccccc2)C(=O)N(c2ccccc2)C1=O (stereo not drawn)	-4.5	.	4.6	2.4	.	.	.	.	-7.1
O=C(N/N=C/c1cccc2ccccc12)c1cccs1	-1.8	-98.8	-11.7	-77.1	-119.6	1.5	-97.8	7.1	-16.4
O=C(COC(=O)Cc1cn2ccsc2n1)NC12CC3CC(CC(C3)C1)C2	7.3	13.1	-10.4	-8.6	9.9	1.2	5.8	-0.1	-9.7
CCn1ncc(/C=C/C(=O)c2ccccc2)c1C	-4.9	-174.8	-14.4	-34.7	-90.5	1.0	-41.5	7.5	-17.7
COCCCNS(=O)(=O)c1ccc2[nH]c(=O)[nH]c2c1	9.6	1.1	10.8	-1.0	16.3	-0.8	-10.1	-0.8	-4.3

The last two records of the section above come first, to join the parts:
SMILES	CCR6 antag	Mdm2-MdmX inh	CXCR6 inh	Gli-Sufu antag	697 NFkB inh	UPR XBP1 act	Jurkat NFkB inh	CHOP UPR activ	EBI2 block
CCn1ncc(/C=C/C(=O)c2ccccc2)c1C	-4.9	-174.8	-14.4	-34.7	-90.5	1.0	-41.5	7.5	-17.7
COCCCNS(=O)(=O)c1ccc2[nH]c(=O)[nH]c2c1	9.6	1.1	10.8	-1.0	16.3	-0.8	-10.1	-0.8	-4.3
O=C(NCCc1ccccc1)Nc1ccc(Cl)cc1	4.8	-115.5	-4.3	-67.8	-168.5	1.3	-92.1	8.1	1.1
O=C1C(C=NCCN2CCOCC2)=C(O)c2ccccc21	19.1	14.3	4.9	-1.9	-148.3	0.1	-68.4	7.1	0.4
Cc1c(CNC2CCCC2)c(C(=O)O)c(C)n1Cc1ccccc1	-0.8	2.1	3.3	7.2	-6.6	-1.5	-0.4	0.7	0.6
CCSc1nc2ccccc2n1Cc1nc(N)nc(N(C)C)n1	3.0	21.0	-3.5	0.2	-6.0	-3.0	-14.8	-2.4	4.0
Fc1ccc(OCc2nc(-c3ccc(Br)o3)no2)c(F)c1	3.0	-7.3	-2.6	-29.1	-17.5	3.6	-10.2	2.4	1.3
NC(=O)c1cc(S(=O)(=O)NCCc2ccc(S(N)(=O)=O)cc2)cs1	4.3	14.9	-6.3	4.5	-1.7	-6.0	10.0	-1.5	-7.3
COc1ccc(NC(=O)Nc2nnc(-c3ccncc3)s2)cc1	-4.0	32.6	7.6	-24.3	-42.2	3.0	-8.6	2.1	-6.9
COc1ccccc1N1CCN(C(=O)Cn2c(=O)[nH]c3ccsc3c2=O)CC1	3.2	17.9	11.4	6.6	0.5	-1.4	7.7	-1.4	1.7
CNS(=O)(=O)c1ccc(C(=O)NCC(=O)NCCc2ccc3c(c2)OCCO3)cc1	2.1	3.4	2.5	-5.2	-9.4	-3.2	1.6	-2.4	-6.8
O=C(CCNC(=O)C1CCN(S(=O)(=O)c2ccc(F)cc2)CC1)NC1CC1	17.9	24.6	-5.9	-56.0	2.5	-3.8	7.4	0.2	-4.1
CCOC(=O)C1=C(C)N(C)C(C)=C(C(=O)OCC)C1c1ccc(C(=O)OC)cc1	13.0	21.7	3.2	8.1	14.3	-1.7	17.0	-1.0	9.1
Cc1ccc(OCCn2cc(/C=C(\C#N)C(=O)NCC3CCCO3)c3ccccc32)cc1 (stereo not drawn)	14.8	44.8	18.5	-2.9	6.3	4.3	-2.3	2.4	21.7
O=C(O)C1C2CCC(O2)C1C(=O)Nc1ccc(O)cc1 (stereo not drawn)	2.5	14.6	4.8	2.2	-28.1	0.9	-5.2	2.0	-11.9
CCN(CC)CCn1c2c(c(SCC(=O)Nc3ccccc3Cl)nc1=O)CCCC2	2.5	7.1	3.6	21.3	5.2	-0.5	0.9	2.6	22.2
CN(CCc1ccccc1)C(=O)c1ccc(NC(=O)Cc2ccc(NC(=O)C3CCN(C(=O)C4CCCC4)CC3)cc2)cc1	-4.0	.	-6.5	-2.0	.	.	.	.	-1.7
COc1ccc(-n2nc(C(=O)NCC(=O)NCCCN3CCOCC3)c3ccccc3c2=O)cc1Cl	9.2	12.7	8.8	-1.6	11.6	-1.4	-3.0	-0.2	4.1
CCn1cnc2c(Nc3cccc(Cl)c3)nc(C#N)nc21	4.2	-80.7	0.1	-85.1	-108.3	9.2	-131.0	10.1	3.4
Cc1ccc(C(=O)CSc2nn3c(=O)c(C(C)(C)C)nnc3s2)cc1	11.8	24.8	-7.0	5.9	4.6	-6.1	-2.6	-0.9	-1.4
CCOC(=O)c1c(C)oc2cc(Br)c(O)c(Br)c12	16.9	8.2	1.7	0.7	8.6	0.2	-2.9	0.8	1.5
CCOc1ccc(S(=O)(=O)N2CCN(c3ncccn3)CC2)cc1	-7.7	1.3	-7.9	1.6	-10.3	-3.0	-20.1	1.0	-8.8
CC(C)(C)CNc1cc(N2CCCC2)ccc1[N+](=O)[O-]	1.2	5.7	6.2	-10.3	9.4	2.7	-12.8	-0.5	3.7
OC1(c2ccc(F)cc2)CN(c2ccccc2)C2=[N+]1CCS2 (stereo not drawn)	9.8	3.4	3.3	3.2	17.9	-2.6	3.8	0.1	35.6
O=S(=O)(Nc1nccs1)c1ccc(NS(=O)(=O)c2c(F)cc(F)c(Cl)c2F)cc1	2.1	-8.7	-0.2	2.3	9.7	-0.5	9.6	0.1	0.2
O=C(Nc1cccc2nsnc12)c1cccnc1	-16.1	-2.9	-9.1	-6.8	20.4	-3.0	-1.0	-1.0	-14.4
COc1cccc(/C=N/NC(=O)CCC(=O)Nc2ccc(Br)cc2)c1	4.1	7.2	-1.9	5.0	-8.1	-0.1	-2.0	2.0	8.6
COc1ccc(CCNC(=O)CN(c2cccc([N+](=O)[O-])c2)S(C)(=O)=O)cc1	6.0	-8.0	-1.8	-4.2	6.0	-1.8	17.6	-1.5	-11.2
CCc1ccc2oc(=O)cc(CN3CCN(c4ccc(F)cc4)CC3)c2c1	-18.0	23.5	-6.6	12.4	-15.9	2.4	1.6	1.3	17.9
Cc1[nH]c(=O)[nH]c(=O)c1CSc1nnc([C@@H](NC(=O)OC(C)(C)C)C(C)C)o1	4.4	83.5*	9.0	6.7	-118.6	-1.4	-27.6	-2.6	-2.2
O=[N+]([O-])c1ccc(S(=O)(=O)Nc2cccc(-c3ccc(N4CCCC4)nn3)c2)cc1	-5.3	3.1	-8.5	-10.1	6.1	-3.0	-2.2	3.2	-10.4
CC(Oc1ccccc1)C(=O)OCC(=O)N1CC(=O)Nc2ccccc21 (stereo not drawn)	-0.6	-16.7	-3.6	2.3	11.0	-1.0	9.8	0.2	-10.2
O=C(CSc1nnc(SCc2ccc(Cl)cc2)s1)N/N=C/c1ccc(C(=O)O)cc1	4.5	16.5	-6.3	-17.0	-2.9	-1.5	-3.6	0.5	5.0
O=C(NCc1ccccn1)C12CC3CC(CC(C3)C1)C2	11.3	5.0	12.5	-13.7	5.7	0.9	1.1	0.5	-0.6
Cc1cc(C)c(/C=N/n2c(C)cc(C)c(C#N)c2=O)c(C)c1	8.1	-10.5	-6.7	-1.2	-17.2	2.8	-24.6	-0.5	-8.4
CN(Cc1ccccc1)C(=O)COC(=O)C1=NNC(=O)CC1	7.0	7.8	-0.2	6.5	19.6	-4.9	2.1	-0.5	-15.8
COc1cccc(-c2csc(NC(=O)C3CC3)n2)c1	5.8	-89.4	-9.3	-60.5	-89.8	6.8	-87.5	4.0	2.3
CC(=O)c1cccc(N(C(=O)Cn2nnc3ccccc32)C(C(=O)NCC2CCCO2)c2ccc(N3CCOCC3)cc2)c1 (stereo not drawn)	2.6	19.8	-1.9	5.0	10.5	-1.6	2.6	0.6	-1.6

4 compounds picked at random from those above, as already listed:
SMILES	CCR6 antag	Mdm2-MdmX inh	CXCR6 inh	Gli-Sufu antag	697 NFkB inh	UPR XBP1 act	Jurkat NFkB inh	CHOP UPR activ	EBI2 block
O=[N+]([O-])c1ccc(S(=O)(=O)Nc2cccc(-c3ccc(N4CCCC4)nn3)c2)cc1	-5.3	3.1	-8.5	-10.1	6.1	-3.0	-2.2	3.2	-10.4
CCc1ccc2oc(=O)cc(CN3CCN(c4ccc(F)cc4)CC3)c2c1	-18.0	23.5	-6.6	12.4	-15.9	2.4	1.6	1.3	17.9
CC(=O)c1cccc(N(C(=O)Cn2nnc3ccccc32)C(C(=O)NCC2CCCO2)c2ccc(N3CCOCC3)cc2)c1 (stereo not drawn)	2.6	19.8	-1.9	5.0	10.5	-1.6	2.6	0.6	-1.6
Cc1[nH]c(=O)[nH]c(=O)c1CSc1nnc([C@@H](NC(=O)OC(C)(C)C)C(C)C)o1	4.4	83.5*	9.0	6.7	-118.6	-1.4	-27.6	-2.6	-2.2

The listing continues.
SMILES	CCR6 antag	Mdm2-MdmX inh	CXCR6 inh	Gli-Sufu antag	697 NFkB inh	UPR XBP1 act	Jurkat NFkB inh	CHOP UPR activ	EBI2 block
CC(=O)Nc1ccc(NC(=O)c2ccccc2S(=O)(=O)c2ccccc2[N+](=O)[O-])cc1	0.8	1.8	-16.4	3.8	-13.4	-2.7	0.9	-0.4	-11.9
O=C(Nc1nnc(SCc2ccccn2)s1)C1CC(=O)N(c2ccc(F)cc2)C1 (stereo not drawn)	-8.4	3.9	5.1	1.4	0.3	-1.7	13.5	-0.6	-8.8
CN(C)S(=O)(=O)c1ccc(C(=O)Oc2coc(CSc3ncccn3)cc2=O)cc1	-8.4	9.1	-5.6	-0.2	-17.2	-1.7	-3.0	0.2	-13.1
Cc1ccc(OCCOc2cccc(Br)c2)c([N+](=O)[O-])n1	14.2	-102.1	9.3	-66.7	-99.9	3.3	-40.4	6.7	-4.2
CCC(C)[C@H](NC(=O)NCC1CCCO1)C(=O)OC (stereo partly drawn)	-2.9	-23.9	-6.1	2.2	10.0	-3.2	11.8	-1.5	-4.6
CN(C(=O)CCn1c(=S)oc2ccccc21)C1CCCCC1	8.7	-23.2	3.4	-2.1	11.3	-4.1	11.5	0.0	-0.9
Cc1ccc(C)c(NS(=O)(=O)c2ccc(OCC(=O)NCc3ccccn3)cc2)c1	-4.0	-3.6	-6.4	-5.2	-9.8	-1.6	5.0	-2.9	7.9
O=C(COC(=O)c1cccc(C(F)(F)F)c1)NCc1ccc(Cl)cc1	4.2	6.6	-2.7	-14.4	-34.9	-1.2	29.8	0.5	-11.4
CNC(=O)c1[nH]cnc1C(=O)N[C@@H](CC(C)C)C(=O)OC(C)(C)C	5.0	10.5	-1.8	4.2	-1.6	1.8	20.6	1.5	-1.7
